Screening results (PubChem BioAssay)
Rpn11 inh: blocks the human proteasome subunit Rpn11 | O00487 | human 26S proteasome, Ub4-pepOG fluorescence polarization; 20S core pre-blocked with epoxomicin | calls only at 20 µM | actives 0.59% (n = 360,000);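 active = inhibition at 20 µM, scaled to each plate's controls, above about 33%, limit read from the data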
Target sequence (O00487 whole entry, looked up): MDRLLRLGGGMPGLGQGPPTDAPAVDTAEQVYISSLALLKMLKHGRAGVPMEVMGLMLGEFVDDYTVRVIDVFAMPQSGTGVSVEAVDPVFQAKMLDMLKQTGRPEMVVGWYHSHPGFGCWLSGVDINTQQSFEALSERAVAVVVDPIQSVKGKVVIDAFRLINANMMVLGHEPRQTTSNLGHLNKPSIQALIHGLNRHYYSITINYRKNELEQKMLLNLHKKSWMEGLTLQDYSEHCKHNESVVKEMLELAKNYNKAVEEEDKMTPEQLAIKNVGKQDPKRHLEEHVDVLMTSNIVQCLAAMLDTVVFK
SKN-1 block: C. elegans SKN-1 inhibition; C. elegans VP596 Pgst-4::GFP/RFP ratio, acrylamide-induced, 24 h; inhibition, % at 21.8 µM; actives 0.49% (n = 360,000); AID 624304;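 active = interference check ratio from 0.5 to 1.5 plus GFP to RFP signal ratio inhibition reaching or exceeding a fixed threshold, cut at about 30% in these data, passing the limit was not always enough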; also: some compounds called inactive have numbers as strong as hits
SUMO1 PPI mod: modulators of human SUMO1-mediated protein-protein interactions. P63165. SUMO1 binding to a labelled peptide, TR-FRET, 1 h. inhibition, % at 20 µM. actives 0.33% (n = 360,000). AID 602429; in the data active = inhibition above about 37%
DNMT1 block: inhibitors of human DNMT1; P26358; DNMT1 molecular beacon, Hinp1I cleavage, fluorescence; inhibition (reported as % activation of signal), % at 10 µM; actives 0.83% (n = 360,000); in the data active = inhibition above about 50%
LMPTP inh: LMPTP (human) inhibition | P24666 | recombinant LMPTP-A, OMFP fluorogenic substrate, fluorescence intensity | inhibition, % at 20 µM | actives 0.22% (n = 360,000) | AID 651560;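 active = compounds that cut the enzyme signal by at least half of the control window in the single-dose screen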;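 also: plate controls were DMSO wells with enzyme plus substrate for no effect and substrate without enzyme for full effect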
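Test system: LMPTP-A phosphatase enzyme. Amount: LMPTP-A at 0.625 nM final in the reaction. Reagent: OMFP substrate, 400 µM final. Times: 50 min at room temperature. Signal: endpoint fluorescence intensity from OMFP dephosphorylation. Read-out basis: % inhibition. Benchmarks: no-enzyme and uninhibited controls.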
Scp-1 inhibitor: blocks human Scp-1 phosphatase activity. Q9GZU7. actives 0.88% (n = 340,000). inhibition, % at 20 µM. AID 493091. Recombinant Scp1, phosphopeptide, malachite green phosphate absorbance;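 active = inhibition above about 50% at 20 µM, limit read from the data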;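 also: plate controls were DMSO wells with enzyme for no effect and wells lacking enzyme for full effect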
Target sequence (Q9GZU7 76-261 limits assumed): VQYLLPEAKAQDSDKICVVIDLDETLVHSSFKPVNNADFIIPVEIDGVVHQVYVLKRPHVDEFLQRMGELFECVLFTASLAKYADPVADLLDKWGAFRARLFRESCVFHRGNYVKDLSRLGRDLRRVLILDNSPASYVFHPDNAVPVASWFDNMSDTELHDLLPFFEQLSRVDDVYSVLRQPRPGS
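System: SCP-1 catalytic domain; Reagent: Phospho 17-mer peptide substrate; Doses: one concentration, 20 µM, with 1.0% DMSO; Incubation: 45 min room-temperature reaction, 5 min colour, 30 min stabiliser; Signal: Phosphate-binding colour reagent, absorbance read at 630 nm.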
NRP1-CendR mod: alters CendR peptide binding to human NRP-1; FAM-RPARPAR peptide binding to NRP-1, fluorescence polarization; actives 0.85% (n = 360,000); inhibition, % at 25 µM;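 active = inhibition or corrected inhibition above about 18%, plus a signal ratio from 0.5 to 1.5, limit read from the data, passing the limit was not always enough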; also: strong numbers were not always called active
STEP block: blocks human striatal-enriched tyrosine phosphatase; inhibition, % at 20 µM; recombinant STEP, OMFP fluorogenic substrate, fluorescence; actives 0.25% (n = 360,000);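 active = inhibition at 20 µM, scaled per plate between control wells, above about 37%, limit read from the data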;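 also: 0% = DMSO with enzyme and substrate and 100% = substrate only without enzyme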
Target sequence (P54829 whole entry, looked up): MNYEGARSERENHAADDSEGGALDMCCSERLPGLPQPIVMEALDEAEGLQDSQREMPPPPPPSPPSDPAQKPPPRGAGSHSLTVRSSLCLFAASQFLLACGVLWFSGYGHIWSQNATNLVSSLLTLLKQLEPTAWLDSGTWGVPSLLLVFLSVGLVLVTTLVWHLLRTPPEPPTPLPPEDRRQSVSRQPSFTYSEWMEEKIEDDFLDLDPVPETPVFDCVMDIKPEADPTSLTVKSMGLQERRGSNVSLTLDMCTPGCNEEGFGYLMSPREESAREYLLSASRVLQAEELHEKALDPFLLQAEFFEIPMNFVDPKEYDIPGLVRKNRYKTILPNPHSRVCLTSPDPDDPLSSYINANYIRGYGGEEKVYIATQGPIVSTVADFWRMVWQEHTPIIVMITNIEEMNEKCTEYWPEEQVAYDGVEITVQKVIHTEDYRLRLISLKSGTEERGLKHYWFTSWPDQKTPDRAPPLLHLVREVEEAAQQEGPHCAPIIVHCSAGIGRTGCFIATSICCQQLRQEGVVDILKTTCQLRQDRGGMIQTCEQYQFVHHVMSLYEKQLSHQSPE
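System: STEP (striatal-enriched tyrosine phosphatase) enzyme, cell-free; medium: Bis-Tris pH 6.0 buffer with DTT, detergent; dosing: 20 µM, 1% DMSO; times: reaction 20 min, ambient temperature; detection: fluorescence, 480/540 nm; read-out basis: normalized % inhibition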
MT1-MMP act inh: MT1-MMP (human) activation inhibition; P50281; HT1080 RFP-PRO-GFP cells, GFP/RFP ratio fluorescence, overnight; percent of plate control window, DMSO zero; GFP/RFP ratio change, % at 20 µM; actives 0.061% (n = 360,000); AID 651647;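 active = GFP/RFP ratio change of at least 30% with cell ATP level not reduced by more than half and red fluorescence within 50% of control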; also: strong numbers were not always called active
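Compound: 20 µM single dose, 1% DMSO / System: HT1080 RFP-PRO-GFP cells / Controls: DMSO and RFP-L50D-GFP cell wells / Read-out basis: GFP/RFP fluorescence ratio / Schedule: overnight compound exposure at 37 °C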
NadD inh: inhibitors of Staphylococcus aureus NadD | purified NadD enzyme, colorimetric absorbance read-out | inhibition, % at 20 µM | actives 0.78% (n = 360,000) | AID 602399; in the data active = inhibition above about 26%; also: some compounds past the cut are filed as inactive
Numbers without * were called inactive; i = inactive; / = no result given; + = active, no number.

SMILES	Rpn11 inh	SKN-1 block	SUMO1 PPI mod	DNMT1 block	LMPTP inh	Scp-1 inhibitor	NRP1-CendR mod	STEP block	MT1-MMP act inh	NadD inh
CC(C)N(NC(=O)c1cccc2ccccc12)C(C)C	i	-2.0	4.4	5.6	-1.5	3.5	8.4	-4.7	-4.5	-5.0
COc1ccccc1N1CCN(C2CCCN(C(=O)C3=NN(C)C(=O)CC3)C2)CC1 (stereo not drawn)	i	1.2	-3.7	3.5	-1.5	-8.5	2.6	-2.4	-1.4	-4.9
NC(=O)c1ccc(NC(=O)COC(=O)/C=C/c2cn(-c3ccccc3)nc2-c2cccnc2)cc1	+	-9.5	-0.9	-18.4	0.5	3.7	-129.9	-1.7	-3.1	25.5
CCN1CCN(C(=O)Nc2ccc(Cc3ccc(NC(=O)N4CCN(CC)CC4)cc3)cc2)CC1	i	-2.7	-4.3	-17.8	-1.4	-9.5	-12.8	-0.5	8.0	-7.1
Cc1[nH]c2ccccc2c1/C=N/NC(=O)CNC(=O)COc1ccccc1	i	-0.3	-0.2	4.0	0.4	4.9	4.4	10.1	2.2	4.8
C[C@H](CCCC/C=C/C(=O)O)O[C@@H]1O[C@@H](C)[C@H](O)C[C@H]1O	i	-1.2	6.6	6.6	-2.5	-2.3	9.3	-1.7	4.0	1.7
COC(=O)Cc1csc(Nc2ccccc2)n1	i	5.3	-1.4	-1.6	-2.3	-3.1	-13.4	-1.0	6.2	-2.7
O=c1[nH]c2cc3c(cc2cc1CN(Cc1cccnc1)Cc1nnnn1Cc1ccco1)OCCO3	i	10.3	15.8	8.2	47.5	83.8*	-94.0	2.8	-19.7	19.9
CCCS(=O)(=O)c1cnc(C2COc3ccccc3O2)nc1N (stereo not drawn)	i	3.4	-3.7	0.2	-1.0	0.9	-12.9	-1.2	7.0	-7.0
Cc1cccc2sc(N(CCCN(C)C)C(=O)c3sc4ccccc4c3Cl)nc12	i	13.0	-7.7	-2.8	-1.4	1.4	0.4	3.6	-0.3	4.1
CC(=O)c1sc(NCc2ccc(C)cc2)nc1C	i	0.4	-3.1	3.4	-1.2	4.2	0.2	-1.3	-4.5	-2.0
COc1ccc(N2CCN(C(=O)Cn3nnc(-c4ccc(OC)c(OC)c4)n3)CC2)cc1	i	4.6	1.2	-0.5	0.5	-6.8	3.4	0.5	-4.7	-0.9
COc1ccc(CN2CCC(c3nc4ccc(Cl)cc4[nH]3)CC2)cc1	i	-3.5	2.4	0.1	0.8	-2.2	5.2	-1.4	9.2	-2.7
CSc1nc2c(c(=O)[nH]1)C(c1ccc(Br)cc1)CC(=O)N2 (stereo not drawn)	i	1.6	2.6	-0.1	-1.0	-3.4	3.3	2.8	-1.2	-2.2
COc1ccc(OCc2cc(C(=O)N(C)CC3CCCCO3)no2)c(Cl)c1 (stereo not drawn)	i	-11.5	-2.5	-0.1	-1.3	-7.2	10.0	-2.1	-3.9	-3.3
O=C(CSc1ncn[nH]1)Nc1ccc(S(=O)(=O)N2CCCC2)cc1	i	8.8	5.8	-0.4	-2.0	-3.2	14.3	2.0	0.2	2.7
c1ccc(N2[C@@H]3c4ccccc4C[C@H]2c2ccccc23)cc1	/	12.4	-0.3	/	2.0	/	13.0	/	5.4	/
CC(C(=O)Nc1ccc2c(c1)OCCO2)c1ccc([N+](=O)[O-])cc1 (stereo not drawn)	i	0.2	-9.4	3.4	-0.4	-6.6	-2.6	-1.9	0.2	-2.5
C=C(C)CNC(=S)NNC(=O)CCn1c2cc(Cl)ccc2c2ccc(Cl)cc21	i	13.1	-3.0	-8.9	3.0	-5.2	-5.9	-6.1	0.8	3.9
Cc1cccc(C(=O)Nc2nnc(SCC(=O)NCc3ccco3)s2)c1	i	3.3	8.4	2.0	0.9	-6.1	2.2	1.7	-2.5	-3.0
CCC1(CC)NC(=O)N(CC(=O)OCC(=O)Nc2ccc(C(F)(F)F)cc2)C1=O	i	8.6	2.2	3.2	-0.1	0.0	4.6	-1.8	5.4	-2.7
COc1ccc(OC)c(NC(=O)CN(c2ccc(C)cc2)S(=O)(=O)c2c(C)noc2C)c1	i	16.5	1.1	-14.3	4.0	-16.5	6.6	1.0	5.4	-7.7
CCOC(=O)c1c(NC(=O)CNCC(O)CO)sc(C)c1C (stereo not drawn)	i	13.1	20.6	-2.5	0.2	8.5	-3.8	4.9	0.4	3.6
CN1C(=O)c2ccc(NC(=O)C3CCCCC3)cc2C1=O	i	0.5	-9.8	1.3	-0.3	-2.7	6.3	2.7	2.0	-2.4
O=C(O/N=C\c1ccc(N2CCCCC2)c([N+](=O)[O-])c1)c1c(F)cccc1F	i	-18.7	-18.6	-7.6	1.9	-17.6	16.0	4.3	0.7	-0.8
CCN(CC)S(=O)(=O)c1cccc(C(=O)N/N=C2\CC(=O)CC(C)(C)C2)c1	i	-11.2	4.6	-4.0	0.6	-10.4	-44.7	-4.3	-1.7	-1.1
CN(C1CC(C)(C)N(O)C(C)(C)C1)S(=O)(=O)CC12CCC(CC1=O)C2(C)C (stereo not drawn)	i	-9.7	-2.6	1.1	-1.5	-12.7	-0.1	-1.3	-4.4	-5.1
COc1ccc(/C=N/NC(=O)CSc2ccccn2)cc1OC	i	2.2	-6.3	0.4	-0.4	7.6	-10.1	-2.5	3.3	1.0
CCOC(=O)c1cnc2c(ccc3ccccc32)c1NCCN(C)C	i	-3.2	7.0	25.1	0.3	2.3	-13.7	4.0	/	-7.9
C=CCNS(=O)(=O)c1sccc1/C=N/O	i	10.4	-1.2	1.6	0.2	7.1	4.1	1.8	0.0	6.6
Nc1nonc1-n1nnc(C(=O)N/N=C/c2cccc(Cl)c2Cl)c1CN1CCCC1	i	5.1	8.9	9.2	-2.1	-0.6	-8.5	-1.5	0.3	11.8
Cc1ccc(-c2cc(C(=O)NCC3CCCO3)c3ccccc3n2)cc1C (stereo not drawn)	i	-3.2	1.8	0.6	-1.6	-5.2	-2.1	1.1	-1.3	-1.0
COc1ccccc1N1CCN(C(=O)c2oc3c(c2C)C(=O)CC(C)(C)C3)CC1	i	-24.1	3.2	1.7	1.3	-11.0	-0.6	-1.0	-1.7	5.6
CC(C)(CN1CCN(Cc2ccccc2)CC1)NS(=O)(=O)c1ccccc1	i	-5.0	1.9	3.2	4.4	-2.0	3.5	17.0	0.9	-3.9
CCN1CCN(CC(=O)Nc2cc(S(=O)(=O)N3CCCCC3)ccc2Cl)CC1	i	3.5	-1.4	-1.3	-1.0	4.7	-4.8	1.1	-3.7	-2.7
CCOc1cc(C2NC(=O)c3ccccc3O2)ccc1OC(C)C (stereo not drawn)	i	16.7	5.4	1.5	0.5	-2.0	-10.1	4.2	-1.4	-4.7
CN(CC(=O)NC1CCCCC1)S(=O)(=O)c1cccc2nsnc12	i	23.6	-20.2	3.7	0.1	0.3	-0.2	1.5	-1.6	-6.0
COc1cc(Cl)c(CN2CCCC(CO)(Cc3cccc(Cl)c3)C2)cc1OC (stereo not drawn)	i	0.3	7.9	1.0	-1.0	-5.1	-2.8	0.7	-2.6	2.8
CC(C)(C)c1ccc(/C=C2\Oc3c(ccc(O)c3CN3CCN(CCO)CC3)C2=O)cc1	i	-6.9	-24.6	-1.4	-5.1	-5.4	-45.8	2.4	-5.3	-9.0
CCC(CC)CN1CCC(CN2C(=S)NC[C@@H]2CC(C)C)CC1	i	15.5	0.4	2.4	-1.4	-4.8	-8.0	-2.3	4.5	-0.2

Reformatted field by field: 2 of the compounds above.
> C=CCNS(=O)(=O)c1sccc1/C=N/O
  Rpn11 inh: i
  SKN-1 block: 10.4
  SUMO1 PPI mod: -1.2
  DNMT1 block: 1.6
  LMPTP inh: 0.2
  Scp-1 inhibitor: 7.1
  NRP1-CendR mod: 4.1
  STEP block: 1.8
  MT1-MMP act inh: 0.0
  NadD inh: 6.6

> Nc1nonc1-n1nnc(C(=O)N/N=C/c2cccc(Cl)c2Cl)c1CN1CCCC1
  Rpn11 inh: i
  SKN-1 block: 5.1
  SUMO1 PPI mod: 8.9
  DNMT1 block: 9.2
  LMPTP inh: -2.1
  Scp-1 inhibitor: -0.6
  NRP1-CendR mod: -8.5
  STEP block: -1.5
  MT1-MMP act inh: 0.3
  NadD inh: 11.8

(next part)
SMILES	Rpn11 inh	SKN-1 block	SUMO1 PPI mod	DNMT1 block	LMPTP inh	Scp-1 inhibitor	NRP1-CendR mod	STEP block	MT1-MMP act inh	NadD inh
CCOc1cccc(CNCCO)c1OCc1ccc(Cl)cc1Cl	i	9.7	-1.5	1.5	-1.5	-3.9	-5.7	-1.4	0.8	-5.2
CCN1C(=NCC(C)C)N[C@@H](CCc2ccccc2)[C@H](C(=O)NCC(C)C)[C@H]1C	i	2.6	5.6	0.8	-0.4	39.6	-0.5	-2.6	2.9	-1.1
O=C(c1ccc(N2CCOCC2)c([N+](=O)[O-])c1)N1CCN(c2ccccc2)CC1	i	0.5	-21.6	-0.3	0.9	2.3	4.9	-1.6	2.8	-0.6
S=C(NCc1ccco1)N1CCN(C/C=C/c2ccccc2)CC1	i	0.1	-0.5	-7.3	0.1	-5.5	-6.1	-1.5	2.1	-1.6
O=C(COC(=O)c1ccccc1OCC(=O)Nc1ccc(Br)cc1)Nc1ccccc1	i	-1.3	32.0	22.0	-1.2	4.0	3.7	-2.0	2.4	5.3
COc1cc(NC(=O)CCc2ccccc2)c(C(=O)O)cc1OC	i	3.5	-2.4	2.4	-0.1	-11.9	1.7	-3.6	1.4	-2.9
O=C1c2ccccc2S(=O)(=O)c2cc(N3CCOCC3)ccc21	+	0.3	-48.5	-1.5	3.5	-11.3	-88.1	3.0	-38.1	-7.6
CCCNS(=O)(=O)c1ccc2c(c1)n(C)c(=O)n2C	i	4.2	2.0	-0.2	-0.4	4.8	7.1	-0.3	3.2	-3.9
Cc1ccc2nc(Cl)cc(=O)n2c1	i	9.4	-14.5	3.4	0.1	2.2	2.8	-3.1	2.5	-5.7
N#Cc1ccc(Nc2ccccc2)c(N)c1	i	8.2	0.1	-6.0	0.3	-2.0	-9.0	-5.0	13.0	6.4
O=C(CNC(=O)c1ccc(Br)o1)NCc1ccc(F)cc1	i	6.9	-4.9	-0.9	-0.4	-4.6	5.5	-0.4	1.7	1.3
O=C(c1ccco1)N1CCN(C(=O)c2ccccc2OCc2ccccc2)CC1	i	6.4	-0.8	3.8	-1.0	-3.9	-10.2	-3.6	-0.9	0.1
CCc1cc(=O)oc2c(C)c(OC(C)C(=O)N3CCC[C@@H]3C(=O)O)ccc12 (stereo partly drawn)	i	-0.9	8.9	-3.5	-0.8	12.2	19.9	-5.3	-1.0	-6.4
COc1ccc(Cc2nnc(N/N=C/c3ccc(C)o3)[nH]c2=O)cc1	i	6.3	1.6	2.5	-1.9	-2.7	-4.8	1.5	4.4	8.9
